SUMO1 PPI mod – alters human SUMO1 binding to SIM partners | P63165 | SUMO1 binding to a labelled peptide, TR-FRET, 1 h | inhibition, % at 20 µM | 0.33% of 360,000 active | AID 602429; in the data active = inhibition above about 37%
Target sequence (P63165 whole entry, looked up): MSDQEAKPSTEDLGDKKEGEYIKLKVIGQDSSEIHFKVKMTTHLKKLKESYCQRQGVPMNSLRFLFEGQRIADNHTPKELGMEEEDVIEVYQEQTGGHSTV
NadD block – NadD (S. aureus) enzyme inhibition; inhibition, % at 20 µM; AID 602399; purified NadD enzyme, colorimetric absorbance read-out; 0.78% of 360,000 active; in the data active = inhibition above about 26%; also: some compounds past the cut are filed as inactive
CSN inh – blocks human CSN-mediated cullin deneddylation; AID 651999; Purified CSN, SCF-Nedd8-OG deneddylation, fluorescence polarization; 0.38% of 360,000 active; inhibition, % at 12.5 µM;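 active = pattern-corrected inhibition above about 35%, with an unprinted fluorescence ratio check between 0.5 and 1.5, limit read from the data, passing the limit was not always enough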;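 also: 0% = enzyme with substrate and 100% = substrate without enzyme; some results filed as inactive read as strong as hits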
Target sequence (Q92905 whole entry, looked up, one chain of several): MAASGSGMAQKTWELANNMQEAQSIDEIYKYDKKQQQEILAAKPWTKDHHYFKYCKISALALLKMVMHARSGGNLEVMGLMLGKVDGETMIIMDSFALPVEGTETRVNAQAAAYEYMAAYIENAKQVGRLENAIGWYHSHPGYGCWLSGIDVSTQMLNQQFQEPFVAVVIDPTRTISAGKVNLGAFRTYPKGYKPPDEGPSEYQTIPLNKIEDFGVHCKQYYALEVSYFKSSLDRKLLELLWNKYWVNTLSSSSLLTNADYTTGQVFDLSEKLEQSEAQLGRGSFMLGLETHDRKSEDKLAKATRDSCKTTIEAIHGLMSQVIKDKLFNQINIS
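assay system = purified human Csn5 enzyme expressed in HEK293T cells | amount = 0.24 nM enzyme | buffer or medium = Tris/NaCl/DTT buffer, pH 7.5 | reagent = 10 nM SCFSkp2-Nedd8OG | compound = one concentration, 12.5 µM, 0.25% DMSO | times = 90 min reaction at room temperature | signal = FP | read-out basis = % inhibition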
PABP1 MLLE inh – inhibitors of microRNA-mediated deadenylation, human PABP1 MLLE binding. inhibition, % at 20 µM. 0.36% of 360,000 active. AID 588489. P11940. GST-MLLE / FITC-PAM2 fluorescence polarization; in the data active = inhibition above about 35%, passing the limit was not always enough;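 also: plate controls were DMSO wells with GST-MLLE for no effect and wells lacking GST-MLLE protein for full effect; some results filed as inactive read as strong as hits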
LMPTP block – LMPTP (human) inhibition; P24666; recombinant LMPTP-A, OMFP fluorogenic substrate, fluorescence intensity; inhibition, % at 20 µM; 0.22% of 360,000 active; AID 651560;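 active = compounds that cut the enzyme signal by at least half of the control window in the single-dose screen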;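 also: plate controls were DMSO wells with enzyme plus substrate for no effect and substrate without enzyme for full effect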
Target sequence (P24666 whole entry, looked up): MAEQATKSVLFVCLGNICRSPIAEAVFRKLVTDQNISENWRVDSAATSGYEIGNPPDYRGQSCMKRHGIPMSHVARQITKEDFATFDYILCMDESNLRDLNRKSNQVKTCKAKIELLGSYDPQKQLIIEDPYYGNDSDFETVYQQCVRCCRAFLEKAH
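Test system: LMPTP-A phosphatase enzyme. Amount: LMPTP-A at 0.625 nM final in the reaction. Reagent: OMFP substrate, 400 µM final. Times: 50 min at room temperature. Signal: endpoint fluorescence intensity from OMFP dephosphorylation. Read-out basis: % inhibition. Benchmarks: no-enzyme and uninhibited controls.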
STEP block – inhibitors of human striatal-enriched phosphatase STEP. AID 588621. 0.25% of 360,000 active. inhibition, % at 20 µM. recombinant STEP, OMFP fluorogenic substrate, fluorescence;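 active = inhibition at 20 µM, scaled per plate between control wells, above about 37%, limit read from the data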;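 also: 0% = DMSO with enzyme and substrate and 100% = substrate only without enzyme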
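System: STEP (striatal-enriched tyrosine phosphatase) enzyme, cell-free; medium: Bis-Tris pH 6.0 buffer with DTT, detergent; dosing: 20 µM, 1% DMSO; times: reaction 20 min, ambient temperature; detection: fluorescence, 480/540 nm; read-out basis: normalized % inhibition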
Rpn11 block – inhibitors of human proteasome Rpn11; O00487; calls only at 20 µM; 0.59% of 360,000 active; human 26S proteasome, Ub4-pepOG fluorescence polarization; 20S core pre-blocked with epoxomicin;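 active = inhibition at 20 µM, scaled to each plate's controls, above about 33%, limit read from the data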
Target sequence (O00487 whole entry, looked up): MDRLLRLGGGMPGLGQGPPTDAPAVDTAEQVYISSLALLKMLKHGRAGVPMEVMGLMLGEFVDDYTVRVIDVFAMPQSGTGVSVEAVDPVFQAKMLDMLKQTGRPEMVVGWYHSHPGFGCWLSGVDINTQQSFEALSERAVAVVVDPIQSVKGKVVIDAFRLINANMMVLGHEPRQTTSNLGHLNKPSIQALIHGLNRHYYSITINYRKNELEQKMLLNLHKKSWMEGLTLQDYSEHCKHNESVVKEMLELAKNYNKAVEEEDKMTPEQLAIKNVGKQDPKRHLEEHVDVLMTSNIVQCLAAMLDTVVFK
Tb MetRS inh – Trypanosoma brucei MetRS inhibition | purified T. brucei MetRS, ATP depletion, Kinase-Glo luminescence | inhibition, % at 11.9 µM | 0.4% of 360,000 active | AID 624268;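 active = inhibition above a per-plate cutoff of the control wells' mean inhibition plus 3 SD, cut at about 5.5% in these data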;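 also: 0% = DMSO wells median and 100% = median of wells with control inhibitor compound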
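Test system – parasite MetRS enzyme · Reagent – substrates ATP, L-methionine and bulk Escherichia coli tRNA · Doses – 11.9 µM compound single dose, 0.9% DMSO · Times – 15 min enzyme-compound preincubation, 2 h reaction, 10 min detection, 25 °C · Signal – Kinase-Glo luminescence, ATP depletion format · Controls – DMSO-only wells as low control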
Scp-1 inhibitor – blocks human Scp-1 phosphatase activity; Q9GZU7; Recombinant Scp1, phosphopeptide, malachite green phosphate absorbance; inhibition, % at 20 µM; 0.88% of 340,000 active;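 active = inhibition above about 50% at 20 µM, limit read from the data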;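 also: plate controls were DMSO wells with enzyme for no effect and wells lacking enzyme for full effect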
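System: truncated SCP-1 phosphatase (76-261aa); medium: Tris acetate buffer pH 5.5 with MgCl2 and Tween-20; incubation: 45 min room-temperature reaction, 5 min colour, 30 min stabiliser; compound: single 20 µM dose, 1% DMSO; reagent: Phosphorylated 17-residue peptide substrate; read-out: % inhibition at 20 µM; technique: colorimetric free-phosphate detection, absorbance 630 nm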
DNMT1 inh – blocks human DNA methyltransferase DNMT1 | 0.83% of 360,000 active | inhibition (reported as % activation of signal), % at 10 µM | DNMT1 molecular beacon, Hinp1I cleavage, fluorescence; in the data active = inhibition above about 50%
Numbers without * were called inactive.

What do the screens show for `COc1cccc(NC(=O)COC(=O)COc2cccc3c2OC(C)(C)C3)c1`?
SUMO1 PPI mod: 7.0; NadD block: -5.8; CSN inh: 2.7; PABP1 MLLE inh: -11.1; LMPTP block: 1.7; STEP block: 1.0; Rpn11 block: inactive; Tb MetRS inh: -0.1; Scp-1 inhibitor: -15.6; DNMT1 inh: -4.4

What do the screens show for `COc1ccc(-c2nn(-c3ccccc3)cc2C(=O)NCCCn2ccnc2)cc1`?
SUMO1 PPI mod: -0.4; NadD block: 3.8; CSN inh: -6.2; PABP1 MLLE inh: 8.9; LMPTP block: 0.6; STEP block: 0.4; Rpn11 block: inactive; Tb MetRS inh: -0.6; Scp-1 inhibitor: 3.1; DNMT1 inh: 2.7

How did Cc1nc(C)c(-c2csc(NCc3ccco3)n2)s1 do in these assays?
SUMO1 PPI mod: -7.8; NadD block: 5.1; CSN inh: 0.2; PABP1 MLLE inh: -13.1; LMPTP block: 1.0; STEP block: 2.1; Rpn11 block: inactive; Tb MetRS inh: -0.3; Scp-1 inhibitor: 0.2; DNMT1 inh: -11.2

How did CCc1cccc(NC(=O)c2ccc(Cn3nc(C)cc3C)o2)c1 do in these assays?
SUMO1 PPI mod: 7.1; NadD block: -1.7; CSN inh: 2.2; PABP1 MLLE inh: -6.0; LMPTP block: 0.0; STEP block: -3.2; Rpn11 block: inactive; Tb MetRS inh: -1.1; Scp-1 inhibitor: 4.0; DNMT1 inh: 3.0

What do the screens show for `COC(=O)c1ccccc1NC(=O)CCn1c(=O)oc2ccccc21`?
SUMO1 PPI mod: 3.3; NadD block: -2.6; CSN inh: 0.1; PABP1 MLLE inh: 4.6; LMPTP block: -0.1; STEP block: -1.9; Rpn11 block: inactive; Tb MetRS inh: -0.6; Scp-1 inhibitor: -6.1; DNMT1 inh: 2.2

What do the screens show for `Cc1ccc2nc(N(CCN(C)C)C(=O)C3CCN(S(=O)(=O)c4cccs4)CC3)sc2c1`?
SUMO1 PPI mod: -3.8; NadD block: 7.2; CSN inh: -1.2; PABP1 MLLE inh: -3.8; LMPTP block: 0.6; STEP block: 2.1; Rpn11 block: inactive; Tb MetRS inh: -0.3; DNMT1 inh: -13.0

How did O=C(COc1ccc2ccccc2c1)N1c2ccccc2Sc2ccccc21 do in these assays?
SUMO1 PPI mod: -1.1; NadD block: -1.1; CSN inh: 3.0; PABP1 MLLE inh: -4.4; LMPTP block: 1.7; STEP block: -2.8; Rpn11 block: inactive; Tb MetRS inh: -0.4; Scp-1 inhibitor: -6.5; DNMT1 inh: -6.1

Results for COC(=O)C1Cc2ccccc2CN1S(=O)(=O)c1ccc(C)cc1 (stereo not drawn) ?
SUMO1 PPI mod: 4.6; NadD block: 0.1; CSN inh: -0.1; PABP1 MLLE inh: -4.7; LMPTP block: -0.9; STEP block: 1.1; Rpn11 block: inactive; Tb MetRS inh: 0.5; Scp-1 inhibitor: -8.1; DNMT1 inh: -1.1

Results for Nc1nc(N)c2cc(Sc3cccc(C(F)(F)F)c3)ccc2n1 ?
SUMO1 PPI mod: -17.0; NadD block: 1.4; CSN inh: 0.4; PABP1 MLLE inh: 5.8; LMPTP block: 25.3; STEP block: 0.3; Rpn11 block: inactive; Tb MetRS inh: -0.1; DNMT1 inh: -6.5

Results for S=c1[nH]c2cc(Cl)ccc2s1 ?
SUMO1 PPI mod: 1.6; NadD block: 6.1; CSN inh: -1.7; PABP1 MLLE inh: 15.1; LMPTP block: -1.5; STEP block: -3.0; Rpn11 block: inactive; Tb MetRS inh: -1.1; Scp-1 inhibitor: -9.4; DNMT1 inh: 2.9

Results for O=C(c1ccc2ccccc2c1)N1CCN(c2ccccn2)CC1 ?
SUMO1 PPI mod: -6.0; NadD block: 1.2; CSN inh: 1.2; PABP1 MLLE inh: 1.3; LMPTP block: 0.1; STEP block: 1.5; Rpn11 block: inactive; Tb MetRS inh: -1.2; Scp-1 inhibitor: -7.3; DNMT1 inh: -1.9

How did CC(=C/c1ccccc1)/C=N/NC(=O)c1cc(C)oc1C do in these assays?
SUMO1 PPI mod: -9.1; NadD block: -3.4; CSN inh: -3.2; PABP1 MLLE inh: -7.9; LMPTP block: 0.2; STEP block: 2.8; Rpn11 block: inactive; Tb MetRS inh: 0.1; Scp-1 inhibitor: -6.8; DNMT1 inh: -3.3

What do the screens show for `Cn1c(-c2ccc(Cl)nc2)nc2cc(Cl)ccc21`?
SUMO1 PPI mod: 8.3; NadD block: -3.8; CSN inh: 5.5; PABP1 MLLE inh: -4.1; LMPTP block: -0.1; STEP block: 1.8; Rpn11 block: inactive; Tb MetRS inh: -0.7; Scp-1 inhibitor: -9.0; DNMT1 inh: -4.9

What do the screens show for `CCOc1ccc(NC(=O)CC2SC(=O)N(c3ccccc3)C2=O)cc1` (stereo not drawn)?
SUMO1 PPI mod: -1.7; NadD block: -10.0; CSN inh: -4.9; PABP1 MLLE inh: 37.5; LMPTP block: -0.7; STEP block: -0.2; Rpn11 block: inactive; Tb MetRS inh: -0.1; Scp-1 inhibitor: -0.3; DNMT1 inh: 2.6

What do the screens show for `Cc1cccc(N(CC(=O)NC2CCCC2)C(=O)c2nsc(Cl)c2Cl)c1C`?
SUMO1 PPI mod: 0.8; NadD block: -7.5; CSN inh: -6.8; PABP1 MLLE inh: -4.4; LMPTP block: 2.3; STEP block: 2.0; Rpn11 block: inactive; Tb MetRS inh: 0.3; Scp-1 inhibitor: -2.7; DNMT1 inh: 31.4

Next section, overlapping the part above by two compounds.
What do the screens show for `CCOc1ccc(NC(=O)CC2SC(=O)N(c3ccccc3)C2=O)cc1` (stereo not drawn)?
SUMO1 PPI mod: -1.7; NadD block: -10.0; CSN inh: -4.9; PABP1 MLLE inh: 37.5; LMPTP block: -0.7; STEP block: -0.2; Rpn11 block: inactive; Tb MetRS inh: -0.1; Scp-1 inhibitor: -0.3; DNMT1 inh: 2.6

What do the screens show for `Cc1cccc(N(CC(=O)NC2CCCC2)C(=O)c2nsc(Cl)c2Cl)c1C`?
SUMO1 PPI mod: 0.8; NadD block: -7.5; CSN inh: -6.8; PABP1 MLLE inh: -4.4; LMPTP block: 2.3; STEP block: 2.0; Rpn11 block: inactive; Tb MetRS inh: 0.3; Scp-1 inhibitor: -2.7; DNMT1 inh: 31.4

How did Cc1ccc(C(=O)N/C(=C/c2ccccc2F)C(=O)NCCCn2ccnc2)cc1 do in these assays?
SUMO1 PPI mod: -0.8; NadD block: -0.3; CSN inh: -2.7; PABP1 MLLE inh: -1.5; LMPTP block: -3.9; STEP block: 9.6; Rpn11 block: inactive; Tb MetRS inh: 1.1; Scp-1 inhibitor: -4.0; DNMT1 inh: 1.6

What do the screens show for `COc1ccc(CN2CCN(CC(=O)Nc3ccccc3C(=O)NC3CC3)CC2)cc1F`?
SUMO1 PPI mod: 2.3; NadD block: -3.8; CSN inh: 1.4; PABP1 MLLE inh: 11.8; LMPTP block: -0.5; STEP block: 0.9; Rpn11 block: inactive; Tb MetRS inh: 0.6; Scp-1 inhibitor: -8.1; DNMT1 inh: -2.7

What do the screens show for `CCC1(c2ccccc2)NC(=O)N(CC(=O)Nc2nnc(C3CC3)s2)C1=O` (stereo not drawn)?
SUMO1 PPI mod: 2.3; NadD block: -1.4; CSN inh: 0.0; PABP1 MLLE inh: -3.6; LMPTP block: -1.1; STEP block: -2.2; Rpn11 block: inactive; Tb MetRS inh: 0.3; Scp-1 inhibitor: -4.8; DNMT1 inh: 0.9

What do the screens show for `CC(C)(NO)/C(=N/O)c1cccs1`?
SUMO1 PPI mod: -0.5; NadD block: -1.4; CSN inh: 3.0; PABP1 MLLE inh: -0.8; LMPTP block: -0.1; STEP block: 0.4; Rpn11 block: inactive; Tb MetRS inh: -1.0; Scp-1 inhibitor: -2.2; DNMT1 inh: -1.6

Results for COc1cc(/C=N/NC2=NS(=O)(=O)c3ccccc32)cc(OC)c1OC ?
SUMO1 PPI mod: -4.3; NadD block: -4.3; CSN inh: -0.5; PABP1 MLLE inh: 1.0; LMPTP block: 1.3; STEP block: -1.8; Rpn11 block: inactive; Tb MetRS inh: -0.8; Scp-1 inhibitor: -9.1; DNMT1 inh: 2.0

What do the screens show for `Cc1ccc(-c2nc3ccc(Br)cn3c2Cc2cccc(Cl)c2)cc1`?
SUMO1 PPI mod: 1.1; NadD block: 8.1; CSN inh: 8.0; PABP1 MLLE inh: -2.7; LMPTP block: 4.2; STEP block: 1.5; Rpn11 block: inactive; Tb MetRS inh: -0.3; DNMT1 inh: 11.5

How did CCCOc1ccc(N2C(=O)CC(N3CCN(c4ccc([N+](=O)[O-])cc4)CC3)C2=O)cc1 (stereo not drawn) do in these assays?
SUMO1 PPI mod: -23.3; NadD block: -3.5; CSN inh: -0.9; PABP1 MLLE inh: -0.7; LMPTP block: 1.9; STEP block: 0.1; Rpn11 block: inactive; Tb MetRS inh: -0.1; Scp-1 inhibitor: 3.0; DNMT1 inh: -0.5

Results for COc1ccc(NC(=O)C2CC2)cc1S(=O)(=O)N1CCOCC1 ?
SUMO1 PPI mod: -0.2; NadD block: 0.1; CSN inh: -4.4; PABP1 MLLE inh: -4.3; LMPTP block: -1.1; STEP block: 2.2; Rpn11 block: inactive; Tb MetRS inh: -0.3; Scp-1 inhibitor: -5.2; DNMT1 inh: 0.5

What do the screens show for `CCOC(=O)c1c(C)c(C(=O)NC2CCCCCC2)c(C)n1C`?
SUMO1 PPI mod: -0.7; NadD block: 1.1; CSN inh: 3.6; PABP1 MLLE inh: -4.3; LMPTP block: -1.6; STEP block: 1.0; Rpn11 block: inactive; Tb MetRS inh: -0.6; Scp-1 inhibitor: -2.0; DNMT1 inh: -2.8

Results for COc1ccccc1-n1nnnc1SC(C)C(=O)NC1CCCC1 (stereo not drawn) ?
SUMO1 PPI mod: 7.2; NadD block: -0.6; CSN inh: -2.9; PABP1 MLLE inh: -12.1; LMPTP block: -0.9; STEP block: -2.7; Rpn11 block: inactive; Tb MetRS inh: -0.6; Scp-1 inhibitor: -5.7; DNMT1 inh: 0.6

What do the screens show for `Cc1ccc(OCC(=O)NCCS(=O)(=O)N2CCN(c3ccccc3)CC2)cc1`?
SUMO1 PPI mod: 0.4; NadD block: 0.5; CSN inh: -2.2; PABP1 MLLE inh: 0.1; LMPTP block: 0.3; STEP block: -0.6; Rpn11 block: inactive; Tb MetRS inh: -0.4; Scp-1 inhibitor: -2.7; DNMT1 inh: 1.3

Screens (PubChem BioAssay)
